TRPV1 agonist – activates the human vanilloid receptor TRPV1. Q8NER1. TRPV1-expressing cells, Fluo-8 calcium influx, agonist mode. activation, % at 8.33 µM. hit rate 0.19% among 320,000. AID 540275; in the data active means activation above about 80%; inconclusive means between about 30% and that limit; further: 0% is about no effect
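Cells expressing TRPV1 were dye-loaded with Fluo-8 and read kinetically: 10 s baseline, 3 min after compound (agonist portion), then 2 min after EC20 capsaicin (allosteric enhancer portion). Calcium-bound dye fluorescence at 480/520 nm.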
USP2a inh – blocks human ubiquitin-specific protease USP2a; O75604; USP2 core, Ub-CHOP2 coupled fluorogenic reporter, 485/531; Potency, µM (doses to about 38.3 µM), for inactives: at the highest dose activity change, negative = inhibition, actives largely listed as inhibitors; hit rate 0.01% among 330,000; AID 463254;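 further: potency means the concentration at half of the fitted maximal effect; plate controls were DMSO wells for no effect and full inhibition by NEM control for full effect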
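Deubiquitinase activity read as fluorescence (485/531 nm) after Ub-CHOP2 cleavage activates the enterokinase reporter on its substrate; USP2 core 10nM, Ub-CHOP2 and substrate 25nM each, 30min compound preincubation then 60min RT; data normalized to NEM, curves fitted.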
Eya2 inh – blocks the phosphatase activity of human Eya2. O00167. recombinant Eya2, OMFP fluorescence dephosphorylation (OMFP is methylfluorescein phosphate). Potency, µM (top dose mostly 76.9 µM), for inactives: at the highest dose activity, negative = inhibition, most hits filed as inhibitors. hit rate 0.006% among 330,000. AID 488837; further: potency means the concentration at half of the fitted maximal effect; on the % scale 0 is the no-effect control and ±100 the full control effect
Target sequence (O00167 whole entry, looked up): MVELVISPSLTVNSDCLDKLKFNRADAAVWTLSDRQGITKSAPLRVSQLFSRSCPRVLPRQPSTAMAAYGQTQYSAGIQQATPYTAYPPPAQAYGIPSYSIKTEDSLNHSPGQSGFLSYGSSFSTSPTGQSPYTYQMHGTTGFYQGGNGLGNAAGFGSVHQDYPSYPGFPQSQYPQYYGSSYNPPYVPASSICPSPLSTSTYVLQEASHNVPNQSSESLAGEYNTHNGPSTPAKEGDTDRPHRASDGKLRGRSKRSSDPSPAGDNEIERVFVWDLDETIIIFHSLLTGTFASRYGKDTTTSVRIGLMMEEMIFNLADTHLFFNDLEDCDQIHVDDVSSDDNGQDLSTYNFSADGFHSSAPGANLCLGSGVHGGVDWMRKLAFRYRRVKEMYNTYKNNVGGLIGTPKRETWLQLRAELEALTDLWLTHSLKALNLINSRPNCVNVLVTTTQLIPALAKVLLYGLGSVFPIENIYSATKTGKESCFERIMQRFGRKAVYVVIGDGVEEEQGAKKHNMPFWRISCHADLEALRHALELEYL
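Eya2 (0.2 uM) preincubated 10 min at ambient with compound, then OMFP substrate added at 50 uM; 10 min reaction in 50 mM HEPES pH 7.5, 50 mM NaCl, 5 uM MgCl2, 0.05% BSA, 1 mM DTT. Fluorescence read at Ex 485/Em 525 nm.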
TCR act – activates T cell receptor signaling; 330,000 tested, under 10 active; AID 504894; Potency, µM (highest dose often 9.22 µM), for inactives: top-dose activation of IL-2 secretion, usual class: activators; primary human leukocytes, anti-CD3, IL-2 HTRF, 48 h; further: % of control where 0% means no effect
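IL-2 produced over 48 hr by a-CD3 bead-stimulated primary human leukocytes exposed to compounds was detected with a homogeneous time-resolved FRET immunoassay, 665nm acceptor signal after 320nm excitation.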
KCNH2 WT inh – KCNH2 (human, wildtype) channel inhibition. Q12809. U2OS, BacMam KCNH2, thallium flux FluxOr; hits give low values. activity change, % at 1.84 µM. hit rate 0.37% among 340,000;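 active means maximum activity change below -70%; inconclusive means maximum activity change between -70% and -50%; inactive means maximum activity change above -50%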; further: on the % scale 0 is the no-effect control and ±100 the full control effect
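U2OS cells were transduced with wild-type KCNH2 virus (2.03 x 10^8 / mL) for 4 h at room temperature, then cultured overnight at 37 C. Thallium flux was read with FluxOr dye. Rate constants were normalized to DMSO controls.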
Mito fusion act – mitochondrial division inhibition or fusion activation. S. cerevisiae fusion-defective mutant growth rescue, CellTiterGlo 48 h. Potency, µM (doses to about 46.1 µM), for the others: at the highest dose growth rescue (activation), usual class: activators. hit rate 0.23% among 320,000;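 further: potency means the concentration at half of the fitted maximal effect; % of control where 0% means no effect; nearly all actives have a fitted effect of over 45% in size; temperature-sensitive fusion mutants such as fzo1-1 at 37 °C on non-fermentable ethanol glycerol medium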
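Yeast fusion mutant, YPEG (non-fermentable carbon), compound, 48 h at 37C non-permissive; CellTiterGlo added, 10 min RT, luminescence read. Rescued growth = division inhibition.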
KCNH2 3.1 block – blocks the human KCNH2 3.1 channel isoform; activity change, % (tested at about 1.8 µM); AID 720553; hit rate 0.95% among 340,000; U2OS KCNH2 3.1, thallium flux FluxOr; hits give low values;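 active means maximum activity change below -70%; inconclusive means maximum activity change from -70% to -50%; inactive means maximum activity change above -50%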;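 further: thallium influx rate constant from kinetic fluorescence after stimulation buffer; on the % scale 0 is the no-effect control and ±100 the full control effect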
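Kinetic fluorescence (2 min after stimulation buffer) measures Tl+ influx through KCNH2 3.1 expressed by viral transduction in U2OS cells; the rate constant is normalized against DMSO controls serving as positive and negative references.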
ELG1 DNA repair – inhibitors of ELG1-dependent DNA repair in HEK293T cells; Potency, µM (titrated, usually from 46.1 µM), without a hit: top-dose activity change, negative = inhibition, actives largely listed as inhibitors; HEK293T ELG1-luciferase reporter, luminescence, 16 h; DNA damage induced by 5-fluorouridine; hit rate 2.3% among 330,000; further: potency means the concentration at half of the fitted maximal effect; on the % scale 0 is the no-effect control and ±100 the full control effect; nearly all actives have a fitted effect of over 55% in size
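Cells (2,000 per well) received 5-fluorouridine plus test compound or DMSO and were incubated 16 hr at 37 °C, 5% CO2. Luciferase activity was read by luminescence 30 min after ONE-Glo addition; signal suppression marked inhibition of damage-induced ELG1 function.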
TSHR antagonist – blocks TSH signaling through the human TSH receptor | TSHR-expressing cells, TSH-stimulated cAMP HTRF, 2 h; hits give low values | P16473 | hit rate 0.2% among 330,000 | activity change, negative = inhibition, % at 11.5 µM;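 active means activity change below a set negative limit, meaning inhibition stronger than a set level, cut at about -70% in these data; inconclusive means activity change between two set negative limits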; further: on the % scale 0 is the no-effect control and ±100 the full control effect
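Competitive HTRF cAMP read-out (cryptate anti-cAMP antibody, cAMP-d2; 30 min, room temperature) in freshly harvested TSHR cells. Compounds added before TSH at EC80 (4nM final), followed by 2 hours' incubation at 37 deg C.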
A-T KAP1 phos – candidate therapy for ataxia-telangiectasia. […] A-T fibroblasts, KAP-1 phosphorylation AlphaLISA; neocarzinostatin DNA damage 30 min before lysis. hit rate 0.19% among 320,000. AID 485349. Potency, µM (series often up to 57.5 µM), inactives show at the top dose activation, most hits filed as activators; further: potency means the concentration at half of the fitted maximal effect; % of control where 0% means no effect; nearly all actives have a fitted effect of over 45% in size
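hTERT-immortalized A-T patient fibroblasts ([…]), 500 cells/well in OPTI-MEM, 1% FBS, got compounds for 60 min, then NCS for 30 min at 37C. Lysates were then assayed for phospho-KAP-1 by AlphaLISA (anti-pKAP1 donor, anti-KAP1 acceptor beads), 6 hr at 25C.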
* marks the source's active call; other numbers are inactive results; ? = inconclusive; . = not tested or not shown; [ ] = remark or other dose. Unless noted, the call rests on the fitted dose curve; in most records, active means well fitted curve in the direction sought with a large enough effect; inconclusive means small, poorly fitted or top-dose-only effect, or another doubt; inactive means no such curve, though single readings can be large; an effect the other way counts as inactive or inconclusive. Some of the compounds tested, so the mix of outcomes need not match the whole.

SMILES	TRPV1 agonist	USP2a inh	Eya2 inh	TCR act	KCNH2 WT inh	Mito fusion act	KCNH2 3.1 block	ELG1 DNA repair	TSHR antagonist	A-T KAP1 phos
COc1cccc(-c2nc(CS(=O)(=O)CC(=O)NCc3ccccc3OC)c(C)o2)c1	26	1%	-8%	-2%[46.1 µM]	-5	-6%	6	1%	-3	-5%
CC1CCCC(NC(=O)COC(=O)c2ccc3ncsc3c2)C1C (stereo not drawn)	1	-1%	-1%	0%	1	6%	-26	14%	-22	1%
COc1ccc(CCNC(=O)CN2C(=O)COc3ccc(S(=O)(=O)N4CCCC4)cc32)c(OC)c1	-2	-9%	-7%	-1%	8	?	5	-2%	26	3%
COc1ccc(CCNC(=O)COC(=O)CSc2ccc([N+](=O)[O-])cc2)cc1OC	2	2%	-11%	-5%	-26	2%	?	25%	-6	-8%
COc1ccc2nc3n(c(=O)c2c1)-c1cc(Cl)ccc1C(=O)NC3Cc1ccccc1 (stereo not drawn)	.	5%	5%	.	.	.	.	-5%	-4	-6%
COc1ccc(Cn2nnnc2C(c2ccccc2Cl)N2CCN(C3CCCC3)CC2)cc1 (stereo not drawn)	-3	1%	-6%	-2%	24	-3%	-18	3%	2	7%
CCN(CC)S(=O)(=O)c1ccc(N2CCOCC2)c(NC(=O)C2=COCCO2)c1	4	-1%	1%	4%	-7	-4%	5	?	3	-6%
COc1ccc(CCN(C)C(=O)c2cnc(C)cn2)cc1OC	0	0%	8%	-4%	9	2%	0	0%	-2	-1%
O=C(NCc1ccc(F)cc1)c1cccc2c1C(=O)c1ccc(Cl)cc1S2(=O)=O	20	0%	-7%	.	.	0%	.	13%	-5	2%
CCC1(c2ccccc2)NC(=O)N(CC(=O)NCc2ccccc2OC)C1=O (stereo not drawn)	12	1%	-12%	8%	13	-2%	13	7%	37	-5%

Continued.
SMILES	TRPV1 agonist	USP2a inh	Eya2 inh	TCR act	KCNH2 WT inh	Mito fusion act	KCNH2 3.1 block	ELG1 DNA repair	TSHR antagonist	A-T KAP1 phos
CSc1cccc(N2CC(C(=O)Nc3cccc(S(=O)(=O)N4CCCC4)c3)CC2=O)c1 (stereo not drawn)	-4	0%	-8%	0%	9	-1%	21	?	-13	0%
CCC1Oc2ccc(C)cc2N(CC(=O)NCc2ccco2)C1=O (stereo not drawn)	10	0%	9%	-4%	2	-3%	-3	?	1	5%
COc1ccc(N(C(=O)c2snc(C(N)=O)c2N)C(C(=O)NCC2CCCO2)c2ccc(C)o2)cc1OC (stereo not drawn)	-2	2%	5%	-4%	0	-2%	1	-7%	-4	-5%
C=C(C)COc1ccc(-c2[nH]ncc2Oc2ccccc2OCC)c(O)c1	-1	?	-7%	-2%	-10	5%	-40	-28%	13	-25%
CSc1ccccc1NC(=O)c1cc(-c2ccco2)on1	3	4%	-2%	-9%	-10	18%	0	?	-12	1%
Cc1ccc(-c2nc(Nc3ccccc3)n[nH]2)cc1	4	0%	-31%	-1%	-4	11%	1	?	0	0%
Cc1nc2nc(-c3ccc(Cl)cc3)[nH]n2c(=O)c1Cc1ccccc1	-6	2%	-3%	1%	14	-1%	11	?	-16	3%
CC1CCN(C(=S)c2ccccc2O)CC1	-4	0%	0%	5%	-9	6%	13	?	2	-1%
CCOc1ccc(CCNC(=O)COC(=O)c2cc(OC)c(OC)cc2[N+](=O)[O-])cc1OCC	-1	2%	-26%	-1%	-1	-7%	-10	-23%	-5	-4%
NC(=O)COC(=O)c1ccc(S(=O)(=O)N2CCCCCC2)cc1	7	2%	4%	7%	-8	1%	16	13%	6	-3%

New compounds follow
SMILES	TRPV1 agonist	USP2a inh	Eya2 inh	TCR act	KCNH2 WT inh	Mito fusion act	KCNH2 3.1 block	ELG1 DNA repair	TSHR antagonist	A-T KAP1 phos
O=c1c(C=NCc2ccccc2)c(NCc2ccccc2)nc2ccccn12	27	2%	2%	-2%	-7	16%	9	-1%	22	2%
Cc1nnc(SCC(=O)NC2CCCc3c2cnn3-c2ccc(F)cc2F)o1 (stereo not drawn)	3	2%	0%	-2%	2	1%	-11	-6%	-1	11%
COc1ccc(C(NC(=O)C(C)C)c2c(O)ccc3ccccc23)cc1 (stereo not drawn)	2	-2%	1%	2%	-10	-1%	-19	-5%	-3	4%
CCOC(=O)N1CCN(C(=O)c2ccc3c(Cl)c4c(nc3c2)CCCC4)CC1	14	1%	6%	2%	-2	?	9	?	-7	2%
CC(=O)Nc1ccc(S(=O)(=O)NCCC(=O)OCCN2C(=O)c3ccccc3C2=O)cc1	0	-2%	-6%	1%	-1	1%	-28	-17%	-4	-3%
Cn1nnnc1-c1cc(Cl)cc(Cl)c1	-2	0%	-2%	3%	4	-3%	-12	9%	7	-2%
CC1(c2ccc3noc(-c4ccc(F)cc4)c3c2)OCCO1	?	15%	3%	4%	-1	0%	-18	-8%	-15	.
Cc1ccc(NC(=S)N2CCn3cccc3C2c2cccnc2)cc1 (stereo not drawn)	20	4%	2%	-2%[46.1 µM]	-12	-2%	4	-12%	-6	3%
Cc1ccc2[nH]c3c(=O)n(CCCN4CCOCC4)cnc3c2c1	6	1%	3%	5%	5	6%	-27	?	6	3%
Cc1cccc(C)c1NC(=O)C1(NC(=O)c2cnccn2)CCCCC1	.	4%	2%	0%	0	-1%	7	4%	-7	2%

Exported with each value named: 2 of the compounds above
canonical_smiles: Cc1ccc(NC(=S)N2CCn3cccc3C2c2cccnc2)cc1 (stereo not drawn)
  TRPV1 agonist = 20
  USP2a inh = 4%
  Eya2 inh = 2%
  TCR act = -2%[46.1 µM]
  KCNH2 WT inh = -12
  Mito fusion act = -2%
  KCNH2 3.1 block = 4
  ELG1 DNA repair = -12%
  TSHR antagonist = -6
  A-T KAP1 phos = 3%
canonical_smiles: Cc1ccc2[nH]c3c(=O)n(CCCN4CCOCC4)cnc3c2c1
  TRPV1 agonist = 6
  USP2a inh = 1%
  Eya2 inh = 3%
  TCR act = 5%
  KCNH2 WT inh = 5
  Mito fusion act = 6%
  KCNH2 3.1 block = -27
  ELG1 DNA repair = ?
  TSHR antagonist = 6
  A-T KAP1 phos = 3%

More records:
SMILES	TRPV1 agonist	USP2a inh	Eya2 inh	TCR act	KCNH2 WT inh	Mito fusion act	KCNH2 3.1 block	ELG1 DNA repair	TSHR antagonist	A-T KAP1 phos
Cc1ccc(C(c2ccc(C)o2)c2cccc([N+](=O)[O-])c2O)o1	12	0%	21%	5%	3	-1%	-2	15%	0	-9%
C/C(=N\S(=O)(=O)c1ccc(C)cc1)Nc1cc(C(C)C)c(O)cc1C	-1	1%	-5%	-10%[46.1 µM]	-3	0%	.	-24%	17	1%
CN(Cc1c(F)cccc1Cl)C(=O)c1cc2ccccc2o1	7	-2%	-9%	1%	.	5%	-4	?	9	26%
Cc1ccc(SC(C)c2nc(-c3ccccc3)no2)cc1 (stereo not drawn)	12	0%	-6%	0%	4	1%	-6	?	-2	10%
COc1ccc(Oc2cccc(Cl)c2CNC(=O)CSCC(=O)O)cc1	2	0%	-9%	-3%	31	-3%	-7	3%	-2	2%
CC1CN(C(=S)Nc2cccc(Cl)c2)CC(C)O1 (stereo not drawn)	3	0%	3%	-4%	1	-11%	5	-14%	11	-7%
Oc1oc(-c2ccc(Br)cc2)nc1/C=N/c1ccccn1	?	4%	-1%	5%	16	-2%	11	?	-11	-1%

Reformatted: results already given
Cc1ccc(C(c2ccc(C)o2)c2cccc([N+](=O)[O-])c2O)o1
  TRPV1 agonist: 12
  USP2a inh: 0%
  Eya2 inh: 21%
  TCR act: 5%
  KCNH2 WT inh: 3
  Mito fusion act: -1%
  KCNH2 3.1 block: -2
  ELG1 DNA repair: 15%
  TSHR antagonist: 0
  A-T KAP1 phos: -9%

CC1CN(C(=S)Nc2cccc(Cl)c2)CC(C)O1 (stereo not drawn)
  TRPV1 agonist: 3
  USP2a inh: 0%
  Eya2 inh: 3%
  TCR act: -4%
  KCNH2 WT inh: 1
  Mito fusion act: -11%
  KCNH2 3.1 block: 5
  ELG1 DNA repair: -14%
  TSHR antagonist: 11
  A-T KAP1 phos: -7%

COc1ccc(Oc2cccc(Cl)c2CNC(=O)CSCC(=O)O)cc1
  TRPV1 agonist: 2
  USP2a inh: 0%
  Eya2 inh: -9%
  TCR act: -3%
  KCNH2 WT inh: 31
  Mito fusion act: -3%
  KCNH2 3.1 block: -7
  ELG1 DNA repair: 3%
  TSHR antagonist: -2
  A-T KAP1 phos: 2%

CN(Cc1c(F)cccc1Cl)C(=O)c1cc2ccccc2o1
  TRPV1 agonist: 7
  USP2a inh: -2%
  Eya2 inh: -9%
  TCR act: 1%
  KCNH2 WT inh: .
  Mito fusion act: 5%
  KCNH2 3.1 block: -4
  ELG1 DNA repair: ?
  TSHR antagonist: 9
  A-T KAP1 phos: 26%

Screening data: PubChem BioAssay, National Center for Advancing Translational Sciences (NCATS)
